HSF1 inh = HSF1 inhibitors in luciferase reporter cells, primary screen, cell-based, NIH3T3, luminescence; NIH3T3-HGL HSE-luciferase, MG132-induced, luminescence 8 h; hits give low values; AID 2098, 2009; activity change, negative = inhibition, % at 7.5 µM (by protocol); 300,000 tested, 0.77% active;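 active means more than half of replicate wells show activity change below -50%, luminescence cut by over half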;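 further: luciferase reports HSF-1 transcriptional activity via heat shock element; 0% = median of DMSO wells and -100% = zero luminescence signal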
GSK3 alpha inh = blockers of GSK3A enzyme activity – biochemical, luminescence, cell-free homogeneous, HTS, primary screen; Glycogen synthase kinase-3 alpha (Homo sapiens), P49840; GSK-3 alpha kinase, ADP-Glo luminescence, 60 min; inhibition, % at 10 µM; 320,000 tested, 0.1% active;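 in the data active means inhibition above about 50%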;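 further: GST-tagged GSK-3 alpha with peptide substrate and 25 µM ATP; 0% = DMSO neutral wells and 100% = GW8510 positive control wells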
Target sequence (P49840 whole entry, looked up): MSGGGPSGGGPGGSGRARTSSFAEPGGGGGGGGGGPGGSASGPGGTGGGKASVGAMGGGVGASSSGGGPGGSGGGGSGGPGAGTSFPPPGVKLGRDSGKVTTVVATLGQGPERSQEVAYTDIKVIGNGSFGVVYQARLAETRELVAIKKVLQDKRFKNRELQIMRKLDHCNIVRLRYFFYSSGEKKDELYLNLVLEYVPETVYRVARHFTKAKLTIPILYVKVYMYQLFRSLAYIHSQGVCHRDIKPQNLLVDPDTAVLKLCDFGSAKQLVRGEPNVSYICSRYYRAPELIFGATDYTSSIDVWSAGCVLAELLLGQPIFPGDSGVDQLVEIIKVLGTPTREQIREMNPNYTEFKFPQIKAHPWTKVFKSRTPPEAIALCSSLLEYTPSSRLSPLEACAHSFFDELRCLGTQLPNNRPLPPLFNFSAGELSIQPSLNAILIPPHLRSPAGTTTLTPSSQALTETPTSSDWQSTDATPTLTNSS
AI-2 QS mod = Vibrio harveyi AI-2 quorum sensing modulators, primary screen, JMH597 strain, luminescence/OD600 ratio | Vibrio harveyi JMH597 AI-2 luminescence/OD600 ratio, 9 h; hits give low values; strain lacks LuxN and CqsS sensors; 0 = neutral-control median | activity change, % at 7.5 µM | 300,000 tested, 0.4% active; in the data active means activity change below about -75%, passing the limit was not always enough;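 further: luminescence divided by OD600 gain over 9 h not by final OD600 alone; inactives centre near 13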
HIF activator = HIF pathway transcriptional activators, primary screen, cell-based, U2OS HRE-luciferase, luminescence | U2OS HRE-luciferase reporter; normalized: DMSO 0%, desferrioxamine 100% | activation, % at 7.5 µM (by protocol) | 300,000 tested, 0.32% active | AID 1910, 2009;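 active means mean activation of at least 10% of the iron chelator positive control signal, with at least half of replicates also reaching 10%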
KLF5 inhibitor = KLF5 expression inhibitors, primary screen, DLD-1 cells, luminescence; inhibition, % at 5 µM; DLD-1 KLF5 promoter-luciferase reporter; 290,000 tested, 0.23% active;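 active means inhibition above a per-plate limit of that plate's mean compound inhibition plus 3 SD, cut at about 60% in these data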;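 further: 0% = DMSO wells and 100% = LY294002 at 200 µM; higher means less KLF5 promoter-driven luciferase light; inactives centre near -14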
HSP90 refold inh = HSP90 inhibitors, primary screen, cell lysate, luminescence; AID 1789, 2009; inhibition, % at 5.6 µM; Heat shock protein HSP 90 (rabbit reticulocyte lysate; luciferase refolding); Rabbit reticulocyte lysate, luciferase refolding luminescence, 3 h; 290,000 tested, 0.91% active;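 active means inhibition above the screen-wide mean plus 3 SD, computed separately per campaign, cut at about 16% in these data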;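 further: 0% = DMSO wells and 100% = 60 µM geldanamycin wells; inhibitors lower the luminescence because luciferase stays unfolded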
GSK3B inh = human GSK3beta kinase inhibitors, primary screen, biochemical, cell-free homogeneous, HTS | Glycogen synthase kinase-3 beta (Homo sapiens), P49841 | 300,000 tested, 0.038% active | activity score (negative = inhibition), % at 10 µM | GST-GSK3beta kinase, ADP-Glo luminescence, 60 min; hits give low values;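 active means more than half of replicate wells score below -50%, meaning over 50% inhibition versus plate controls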;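 further: 0% = median DMSO wells and -100% = median GW8510 positive control wells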
Target sequence (P49841 whole entry, looked up): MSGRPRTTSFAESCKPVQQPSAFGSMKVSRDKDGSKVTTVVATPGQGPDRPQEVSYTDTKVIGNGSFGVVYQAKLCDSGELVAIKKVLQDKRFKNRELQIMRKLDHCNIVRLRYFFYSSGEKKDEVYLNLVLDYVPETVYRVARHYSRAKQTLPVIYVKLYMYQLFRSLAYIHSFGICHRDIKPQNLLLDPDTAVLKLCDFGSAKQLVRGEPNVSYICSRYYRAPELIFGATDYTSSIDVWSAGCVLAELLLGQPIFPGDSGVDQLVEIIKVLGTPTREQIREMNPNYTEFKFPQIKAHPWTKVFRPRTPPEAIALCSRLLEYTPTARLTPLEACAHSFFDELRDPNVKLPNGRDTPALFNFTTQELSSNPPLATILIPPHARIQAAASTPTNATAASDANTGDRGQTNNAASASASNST
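Test system: GST-tagged human GSK3beta kinase, cell-free; evaluation: activity score scaled between in-plate DMSO and GW8510 controls; measured by: ADP-Glo luminescence; incubation: 60 min reaction, RT; benchmarks: DMSO and 20 µM GW8510; reagent: peptide substrate plus 25 µM ATP (final); medium: Tris/MgCl2 kinase buffer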
HSF-1 act = HSF-1 activators, primary screen, NIH3T3-HGL cells, MG132 stress, luminescence, single point; 300,000 tested, 1.7% active; activation, % at 9 µM; NIH3T3-HGL HSF-1 luciferase reporter, 8 h; 100% = twice DMSO control signal;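 active means mean replicate activation of at least 50% with a set share of replicates each reaching 50%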;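 further: 0% = median of the neutral control wells and 100% = twice that signal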
IEC-6 cytotox = cytotoxicity in IEC-6 intestinal epithelial cells, primary screen, cytotoxicity control for KLF5 inhibitor project, cell-based, luminescence; IEC-6 cytotoxicity, luminescence viability; 290,000 tested, 0.78% active; AID 1825, 2009; inhibition, % at 5 µM; in the data active means inhibition above about 22%;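 further: 0% = plate median of test compound wells and 100% = cytotoxic reference compound wells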
aSyn UTR inh = MLPCN primary screen, SNCA 5' untranslated region; alpha-synuclein 5'UTR reporter, inhibitor activity; inhibition, % (tested at 7.5 µM); 300,000 tested, 0.82% active; AID 1813, 2009; in the data active means inhibition above about 60%;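 further: H4 neuroglioblastoma cells stably carrying SNCA 5'UTR luciferase fusion; 0% = DMSO wells and 100% = positive control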
Starred values were filed as active, the others as inactive; . = no result given.

SMILES	HSF1 inh	GSK3 alpha inh	AI-2 QS mod	HIF activator	KLF5 inhibitor	HSP90 refold inh	GSK3B inh	HSF-1 act	IEC-6 cytotox	aSyn UTR inh
COC(=O)CSc1nc(N2CCCCC2)c2c(c1C#N)CCCC2	-4	-7	17	1.0	6	4	-2	8	0	23
C/C(=N\Nc1ccc(C#N)cc1[N+](=O)[O-])c1ccc(C)o1	-3	0	-17	-0.1	-76	0	2	7	-1	6
Cc1cc(Nc2ccccc2)n(-c2ccccc2)n1	9	0	-1	-0.7	-4	-4	1	6	-3	2
Cc1ccc2[nH]c(=O)c(Cc3ccccc3)c(O)c2c1	-4	-8	38	-0.5	-14	-2	6	1	-2	3
CCc1cc(-c2n[nH]c(=S)n2CC)cs1	4	4	25	0.0	-4	-2	3	-9	6	-4
COc1ccc(-c2csc(N(C)C(=O)c3ccco3)n2)cc1	11	2	3	4.1	-126	4	-4	17	7	-182
COc1cc(C)c(C)cc1S(=O)(=O)n1c(C)nc2ccccc21	-10	-5	.	0.9	-28	-1	.	0	-5	14
C/C(=N\NC(=O)Cc1cccn1C)c1ccco1	-2	-2	8	0.6	-14	6	-6	6	2	-8
O=C(Nc1ccc(S(=O)(=O)Nc2ncccn2)cc1)c1cncc(Br)c1	-13	-1	14	-1.8	-12	0	1	-4	2	-4
COc1ccc(C2CC(=O)N(C)c3ccccc3S2)cc1 (stereo unspecified)	-43	0	11	0.8	-30	4	-8	-39	24*	-38
Cc1ccnn1CCSCC(=O)O	-3	0	-8	0.0	-18	1	3	0	-2	-9
O=c1[nH]ncc(N/N=C/c2ccccc2)c1Cl	-3	.	23	-0.3	-3	0	5	-2	6	7
O=C1CC(c2ccc3c(c2)OCO3)c2cc3c(cc2N1)OCO3 (stereo unspecified)	3	1	-4	-0.3	-9	3	-2	1	9	6
COc1ccc(O)c(C(=O)c2cc(C#N)c(=O)n(CC3CCCO3)c2)c1 (stereo unspecified)	3	1	30	-0.3	-38	-1	1	29	-5	-7
CC(=O)c1cccc(Nc2cc(C)nc3ccccc23)c1	-1	1	35	0.2	-20	0	-1	-3	7	-1
Cn1c(-c2ccc(Cl)cc2)ccc(C#N)c1=O	-7	0	27	-0.1	-14	-1	8	-22	4	43
O=C(CC1OC(=O)c2ccccc21)Nc1cc(Cl)ccc1N1CCCC1 (stereo unspecified)	2	0	18	-1.2	.	.	1	12	.	-4
COc1cccc(CCc2nnc(CCC(=O)NCCC3CCCCO3)o2)c1 (stereo unspecified)	9	-2	10	0.8	-22	5	-3	-11	-10	-12
O=C(Nc1cccc(Cl)c1Cl)C1CCN(C(=O)c2cccs2)CC1	-5	-5	15	0.0	17	0	2	0	-1	-10
C=CCn1c(COc2ccc(Cl)cc2)nnc1SCc1ccc(C#N)cc1	-2	0	10	-0.7	-2	2	0	7	-1	35
C=CCn1c(CNc2ccccc2)nnc1SCC(=O)N/N=C/c1ccccc1O	1	-2	46	0.6	-5	4	-2	1	-8	41
Cc1ccc(OCC(=O)Nc2oc(-c3ccccc3)c(-c3ccccc3)c2C#N)cc1	-4	7	19	-1.0	1	-3	-2	9	-5	17
Cc1ccc(C(=O)NCC2CCCO2)cc1S(=O)(=O)N1CCCCC1 (stereo unspecified)	-9	1	25	-0.3	-33	0	2	-4	4	-13
Brc1ccc2c(c1)C(c1ccc(N3CCOCC3)cc1)=NNC(c1cccs1)=N2	20	-4	3	0.5	1	-1	3	39	-4	-28
Cc1ccccc1C(=O)Nc1sc2c(c1C(=O)O)CCC2	-2	-2	19	-0.3	-16	-9	5	0	-4	10
O=C(CSc1nc2ccsc2c(=O)n1CC1CCC(C(=O)O)CC1)c1ccc(F)cc1 (stereo unspecified)	11	-2	35	-0.4	20	4	3	7	2	13
C/C(=N\Nc1ccc(F)cc1)c1ccncc1	-7	.	9	0.4	-18	0	2	11	2	7
OC1(c2cn(Cc3ccccc3)nn2)CCCCC1	-1	0	25	-0.2	-13	1	2	3	-2	-9
O=C(C1=C(O)C(=O)N(CCN2CCOCC2)C1c1cccc([N+](=O)[O-])c1)c1cccs1 (stereo unspecified)	2	-1	6	0.1	-17	0	-2	5	-1	-4
O=C(Cn1cccc1C(=O)c1ccccc1)NCc1cccc(Cl)c1	18	0	7	-1.3	-5	-1	1	27	-2	-30
COc1ccccc1CNC(=O)COC(=O)Cc1c[nH]c2ccccc12	1	4	58	0.2	.	.	0	-4	.	14
Cc1ccc(CNC(=O)C2CC2c2ccccc2)cc1 (stereo unspecified)	1	-1	-13	0.1	-44	-1	3	-14	-5	-20
O=c1cnc2ccccc2n1Cc1ccc(Br)cc1	10	-1	21	1.0	-37	-1	-1	39	10	-65
COC(=O)c1ccccc1NC(=O)c1ccc(F)cc1	-1	-1	35	-0.1	7	-3	0	-6	-1	18
Cc1cccnc1NC(=O)c1cc2c(=O)oc3ccccc3c2s1	-10	-1	22	0.0	-18	-6	2	2	-7	1
O=[N+]([O-])c1ccc(Cl)c(/C=N/N2CCN(Cc3ccccc3)CC2)c1	1	-2	25	-1.1	5	4	1	1	0	-3
O=C(CCCCCn1c(=S)[nH]c2ccc(N3CCOCC3)cc2c1=O)NCc1ccccc1Cl	1	-3	7	-3.2	-42	1	1	14	-2	19
COc1ccc(C(=O)N/C(=C\c2cn(C)c3ccccc23)C(=O)N2CCOCC2)cc1	-2	-1	-5	0.8	-21	1	4	4	0	36
CCc1c(C)sc(NC(=O)Cc2ccccc2OC)c1C(=O)N1CCOCC1	0	-2	22	-0.1	-5	-5	0	-6	4	2
CN(CC(=O)NC1CCCCC1)S(=O)(=O)c1cccc2nsnc12	-3	1	16	-0.4	-11	2	-5	6	1	-4
CC1CCCN(c2ccc3nc4ccccc4c(=O)n3n2)C1 (stereo unspecified)	0	5	19	-3.0	-7	36*	-2	20	4	15
COc1ccc(OC)c(NC(=O)NCCc2c[nH]c3ccccc23)c1	8	-1	0	-2.5	-18	0	-2	7	1	9
COc1ccc(C2c3[nH]c4ccccc4c3C[C@H]3C(=O)N(c4ccccc4C(=O)NCCN4CCOCC4)C(=O)N23)cc1 (stereo partly specified)	-3	0	26	-0.1	0	2	1	2	6	31
CCOc1ccc2[nH]c(=O)c(CN(Cc3ccc(F)cc3)C(=O)N3CCCC3)cc2c1	1	-3	21	-0.4	-45	0	-6	-1	-3	33
Cc1ccc(N2C(=O)CN(Cc3ccccc3)C2=S)cc1C	-1	0	14	-0.2	-6	0	0	4	1	27
Cc1occc1C(=O)N/N=C/c1cccs1	13	9	3	1.5	-52	-2	1	20	-8	-82
COc1cc(C(=O)NCCC(=O)NC(C)C)cc(OC)c1OC	6	-1	-13	-0.6	-16	1	4	13	2	-8
COC(=O)c1ccc(CS(=O)(=O)c2ccccc2C)o1	3	-2	.	0.1	-17	4	.	-1	5	4
S=c1[nH]c(-c2ccc(Br)cc2)cn1CCc1ccccc1	26	-6	0	2.5	-16	0	0	62*	2	-9
CNC(=S)NNC(=O)c1ccc(C(C)(C)C)cc1	6	-1	10	2.3	-57	1	1	21	2	-34
COC(=O)c1ccc(CNC(=O)CN(CCC(C)C)S(=O)(=O)c2ccc3c(c2)OCCO3)cc1	1	0	7	-1.5	-43	2	2	5	5	8
CSc1ccc(C2NC(=O)c3ccccc3N2)cc1 (stereo unspecified)	45	-1	24	4.3	.	.	-2	69*	.	-126
Cc1nn(-c2ccccc2)c(C)c1NC(=O)COC(=O)c1cc([N+](=O)[O-])ccc1NCCO	0	-3	25	-0.5	-8	-2	1	9	-5	15
Cn1c(=O)n(Cc2ccc(Cl)cc2)c(=O)c2c1nc1n2CCN1Cc1ccco1	11	-8	-4	-0.6	-3	1	-1	26	7	19

Rows are unselected; about 4.7% have a hit in one of these screens.
